Assay outcomes deposited in PubChem BioAssay by several laboratories.
14-3-3 Bad PPI – inhibitors of 14-3-3 zeta/Bad binding, primary screen, biochemical, TR-FRET, bovine 14-3-3 zeta | 14-3-3 protein zeta/delta (Bos taurus), P63103 | 0.71% of 220,000 active | AID 781, 2007 | TR-FRET 14-3-3zeta/Dy647-pBad peptide displacement, 1 h | inhibition, % at 21.7 µM;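 active = inhibition above about 70%, limit read from the data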;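 also: 0% = full 14-3-3 plus peptide FRET controls and 100% = background without 14-3-3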
hK5 inh – human KLK5 protease inhibitors, primary screen, biochemical, 1536-well. recombinant hK5, fluorogenic AMC substrate cleavage. Kallikrein-5 (Homo sapiens), Q9Y337. inhibition, % at 5 µM. 0.59% of 210,000 active;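 active = inhibition of 40% or more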;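 also: 0% = enzyme controls without compound and 100% = no-enzyme blanks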
Target sequence (Q9Y337 67-293 limits assumed): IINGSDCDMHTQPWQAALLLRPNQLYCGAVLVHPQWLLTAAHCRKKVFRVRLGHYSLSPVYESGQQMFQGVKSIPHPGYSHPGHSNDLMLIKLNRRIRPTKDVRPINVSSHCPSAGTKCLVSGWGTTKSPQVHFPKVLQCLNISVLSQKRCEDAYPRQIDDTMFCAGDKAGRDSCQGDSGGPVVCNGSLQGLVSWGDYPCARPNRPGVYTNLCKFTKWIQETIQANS
Rad51 HR inh – human RAD51 strand exchange inhibitors, primary screen, biochemical, fluorescence | DNA repair protein RAD51 homolog 1 (Homo sapiens), Q06609 | hRad51 DNA strand exchange, fluorescence dequenching | inhibition, % at 10 µM | 0.085% of 200,000 active | AID 1385, 2008;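 active = inhibition above 40% at the single screening dose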;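 also: 0% = DMSO control wells and 100% = blanks with heterologous ssDNA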
Target sequence (Q06609 whole entry, looked up): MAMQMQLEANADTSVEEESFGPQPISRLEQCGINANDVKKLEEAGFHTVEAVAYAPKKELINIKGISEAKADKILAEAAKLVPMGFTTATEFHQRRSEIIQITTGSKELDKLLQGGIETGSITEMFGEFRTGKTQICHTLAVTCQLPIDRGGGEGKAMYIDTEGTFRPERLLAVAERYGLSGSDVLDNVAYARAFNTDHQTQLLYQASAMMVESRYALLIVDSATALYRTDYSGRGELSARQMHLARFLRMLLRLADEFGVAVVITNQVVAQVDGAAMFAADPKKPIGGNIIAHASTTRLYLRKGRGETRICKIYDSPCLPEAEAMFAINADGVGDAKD
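material = hRad51 filaments on single-stranded DNA | reagent = Donor/quencher-labelled 47-bp dsDNA substrate | compound = 10 µM final, single point | schedule = strand-exchange reaction 15 min at room temperature | measured by = fluorescein emission 520 nm, excitation 485 nm | read-out basis = % inhibition versus plate control and blank means | benchmarks = plate controls and plate blanks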
Thrombin inh – human alpha-thrombin inhibitors, primary screen, counter-screen for coagulation protease inhibitor project, biochemical, 1536-well, fluorogenic AMC substrate; Prothrombin (Homo sapiens), P00734; Boc-VPR-AMC fluorogenic substrate cleavage; inhibition, % at 5 µM; 0.26% of 220,000 active; AID 1046, 2008;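 active = inhibition at or above 40%; inactive = inhibition below 40%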;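 also: 0% = enzyme with no compound and 100% = wells without enzyme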
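System – human alpha-thrombin protein · Reagent – Boc-VPR-AMC substrate, 15 µM final · Compound – 5 µM single dose in 0.2% DMSO · Schedule – reaction at room temperature · Technique – AMC fluorescence at 355 nm excitation and 460 nm emission · Read-out basis – % inhibition relative to enzyme controls and enzyme-free blanks · Control set – no-compound enzyme wells and no-enzyme blanks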
eIF4E-4G inh – eIF4E–eIF4G protein interaction inhibitors, primary screen, biochemical, uHTS, TR-FRET, eIF4GI fragment; 0.37% of 220,000 active; TR-FRET eIF4E-eIF4GI(517-606) binding, 2 h; inhibition, % at 21.7 µM; Eukaryotic translation initiation factor 4E (Mus musculus) + Eukaryotic translation …;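 also: 0% = full FRET control wells and 100% = background wells lacking eIF4GI fragment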
NCF1 inh – p47phox/p22phox peptide binding inhibitors, primary screen, biochemical, uHTS, NADPH oxidase regulatory subunit; Neutrophil cytosol factor 1 (Homo sapiens), P14598; fluorescence polarization, 2 h; inhibition, % at 24.7 µM; 0.53% of 220,000 active; AID 1274, 2008;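 also: 0% = p47phox with labelled peptide and 100% = labelled peptide alone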
Furin inhibitor – human furin inhibitors, primary screen, biochemical, fluorescence intensity | 0.061% of 220,000 active | purified furin, fluorogenic substrate cleavage | inhibition, % at 30 µM | P09958; in the data active = inhibition above about 25%; also: inactives centre near -15
KCC2 mod – KCC2 cotransporter modulators, thallium flux, primary screen, cell-based, HEK293 KCC2, FluoZin-2 fluorescence, MLSMR | 2.2% of 190,000 active | AID 1456, 2008 | B-score of Tl+ flux slope (higher = more flux/activation; lower = inhibition) at 10 µM | KCC2 cells, thallium flux FluoZin-2 fluorescence;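 active = thallium flux slope and its plate-corrected score both differing from the plate sample mean at a set confidence after two filtering rounds, in either direction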;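 also: slope of fluorescence scaled to starting intensity during 10 to 20 s after thallium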
EBV gp42 inh – Epstein-Barr virus gp42 inhibitors, primary screen, biochemical, uHTS, fluorescence polarization | 0.42% of 220,000 active | Fluorescence polarization binding assay, mP read-out | inhibition, % (tested at 21.74 µM); in the data active = inhibition above about 50%
Starred values were filed as active, the others as inactive; / = not tested or not shown; [ ] = remark or other dose.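 The calls were made as follows, unless noted: active = inhibition above about 30% (limit read from the data); inactive = the rest.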

SMILES	14-3-3 Bad PPI	hK5 inh	Rad51 HR inh	Thrombin inh	eIF4E-4G inh	NCF1 inh	Furin inhibitor	KCC2 mod	EBV gp42 inh
COc1ccc(-c2nn(CCC(=O)O)cc2/C=C2\SC(N)=NC2=O)cc1OC	11	10	-5	-5	-3	-42	-15	0.25	-27
CC1CCCCN1CC(=O)Nc1ccc2c(c1)OC(F)(F)O2 (centres undefined)	-5	-6	-1	-3	-1	4	-11	0.56	4
CC1(C)CC(=O)C2=C(C1)NC(=O)CC2c1cc(F)ccc1F (centres undefined)	1	-8	-3	4	3[fluorescence artefact?]	-14	-17	0.56	-10
Cn1c(CSCc2ccc(Cl)cc2)nnc1SCC(=O)Nc1nc2ccccc2s1	-6	-16	-11	1	-33[fluorescence artefact?]	-12	-21[20 µM]	0.97	-12
O=C(CCNc1ccc(Cl)cc1)c1cccs1	2	-10	-6	-9	4	-8	-13	0.5	8
[O-]/[N+](=C\c1ccc(OC(F)F)cc1)c1ccccc1	3	3	-4	-1	-1	8	-3	0.0011	-16
CCOC(=O)CCN(Cc1cccs1)S(=O)(=O)c1ccc(F)cc1	4	-2	-10	-14	5	-9	-25	-0.024	-15
COC(=O)Cc1cnc(NC(=O)C2C3CCC(C3)C2C(=O)O)s1 (centres undefined)	12	-10	-1	-4	-2	-1	-9[20 µM]	-0.076	-9
Cc1[nH]n(-c2ccc(F)cc2)c(=O)c1C=Nc1ccc(S(=O)(=O)N(C)C)cc1	1	-6	20	2	-4	-19	-8	0.011	-12
CCOC(=O)C1(Cc2ccccc2)NC(c2ccccc2F)C2C(=O)N(CC)C(=O)C21 (centres undefined)	11	-3	7	-1	3	0	-12	0.69	-13
O=C(c1cccc(F)c1)N1CCN(c2ccc([N+](=O)[O-])c(N3CCCCC3)c2)CC1	6	-18	3	3	-2	-7	15	0.26	7
COc1ccc(-n2c(=O)cc(N3CCN(c4ccccc4)CC3)[nH]c2=O)cc1	8[fluorescence artefact?]	-16	-1	0	-4	-6	-15[20 µM]	-1.6	2
O=C(Oc1cc(Cl)ccc1Cl)c1ccc(N2CCOCC2)c([N+](=O)[O-])c1	-27	-16	-2	-7	1	-17	-35	-0.21	4
CSC(=O)NC(=O)NC(=O)c1ccc([N+](=O)[O-])cc1	-1	-2	8	-5	-3	-6	-14	-0.6	-2
O=C(O)CCc1ccc(-c2ccccc2)n1NC(=O)c1sc2ccccc2c1Cl	5[fluorescence artefact?]	-18	0	2	5	-14	-23[20 µM]	-2.4	-10
O=C(CSCc1c(F)cccc1Cl)NCc1cccnc1	-15	4	/	6	4	-17	-10	0.77	-8
CC1(C)C(=O)OC(c2cccn2-c2cccc([N+](=O)[O-])c2)C2(CCCCC2)C1=O (centres undefined)	0	-3	3	-6	3	-5	-14	0.32	-13
COc1ccc(N2CCN(C(=O)CCNS(=O)(=O)c3ccc(Br)s3)CC2)cc1	3	-9	-1	2	1	-5	-12[20 µM]	-1	-17
O=C(NCc1ccccc1)C(=O)Nc1cccc(C(=O)O)c1	6	1	6	-4	5	2	-5	-0.18	6
COc1ccc2[nH]c3ccccc3c2c1	-14	-2	/	5	1	-18	-21	0.15	-5
COc1ccc(C)cc1N(CC(N)=O)S(=O)(=O)c1ccc(C)cc1	3	6	0	1	1	-11	-13	-0.81	-13
Cc1ccc2nc(SCC(=O)Nc3ncccn3)[nH]c2c1	0	-1	-3	0	-7	-14	-14	0.38	-5
CCCN(CCC)CCNC(=O)c1cc2c(=O)n(CC)c3ccccc3c2s1	10	-2	-24	-12	97*	1	-37	0.53	-20
CC(C)c1nc2c(c(=O)c3ccccc3n2C)c(=O)n1CCc1ccccc1	4	-7	12	-2	12	-1	-5	-4.4*	-17
Cc1cccc(C)c1OCC(O)CNC(C)(C)C (centres undefined)	37	-11	1	0	1	-9	-13[20 µM]	-0.059	-20
Cc1cccc(NC(=O)CSc2nnnn2-c2ccc3c(c2)OCCO3)n1	-6	6	4	-4	-1	-4	-24	-0.45	-5
O=C(OCC(=O)N1CCOCC1)c1ccc2[nH]c3c(c2c1)CCCC3	0	-2	6	-3	-9	-29	-17	0.95	-8
CCOc1ccccc1NC(=O)c1nc(-c2ccccc2)oc1C	65	-19	5	3	3	-30	-31	0.22	2

13 entries out of the list, sorted by number of heavy atoms, low to high.
SMILES	14-3-3 Bad PPI	hK5 inh	Rad51 HR inh	Thrombin inh	eIF4E-4G inh	NCF1 inh	Furin inhibitor	KCC2 mod	EBV gp42 inh
COc1ccc2[nH]c3ccccc3c2c1	-14	-2	/	5	1	-18	-21	0.15	-5
Cc1cccc(C)c1OCC(O)CNC(C)(C)C (centres undefined)	37	-11	1	0	1	-9	-13[20 µM]	-0.059	-20
CSC(=O)NC(=O)NC(=O)c1ccc([N+](=O)[O-])cc1	-1	-2	8	-5	-3	-6	-14	-0.6	-2
O=C(CSCc1c(F)cccc1Cl)NCc1cccnc1	-15	4	/	6	4	-17	-10	0.77	-8
O=C(NCc1ccccc1)C(=O)Nc1cccc(C(=O)O)c1	6	1	6	-4	5	2	-5	-0.18	6
CCOc1ccccc1NC(=O)c1nc(-c2ccccc2)oc1C	65	-19	5	3	3	-30	-31	0.22	2
O=C(OCC(=O)N1CCOCC1)c1ccc2[nH]c3c(c2c1)CCCC3	0	-2	6	-3	-9	-29	-17	0.95	-8
O=C(Oc1cc(Cl)ccc1Cl)c1ccc(N2CCOCC2)c([N+](=O)[O-])c1	-27	-16	-2	-7	1	-17	-35	-0.21	4
Cc1cccc(NC(=O)CSc2nnnn2-c2ccc3c(c2)OCCO3)n1	-6	6	4	-4	-1	-4	-24	-0.45	-5
COc1ccc(-n2c(=O)cc(N3CCN(c4ccccc4)CC3)[nH]c2=O)cc1	8[fluorescence artefact?]	-16	-1	0	-4	-6	-15[20 µM]	-1.6	2
O=C(O)CCc1ccc(-c2ccccc2)n1NC(=O)c1sc2ccccc2c1Cl	5[fluorescence artefact?]	-18	0	2	5	-14	-23[20 µM]	-2.4	-10
O=C(c1cccc(F)c1)N1CCN(c2ccc([N+](=O)[O-])c(N3CCCCC3)c2)CC1	6	-18	3	3	-2	-7	15	0.26	7
CCOC(=O)C1(Cc2ccccc2)NC(c2ccccc2F)C2C(=O)N(CC)C(=O)C21 (centres undefined)	11	-3	7	-1	3	0	-12	0.69	-13

Rows are unselected; about 4.7% have a hit in one of these screens.
